Screening results deposited in PubChem by National Center for Advancing Translational Sciences (NCATS).
TRHR ag – activates the human TRH receptor; TRHR cells, calcium flux fluo-8, FDSS agonist mode; activation, % at 2 µM; P34981; 0.18% of 360,000 active; in the data active = activation above about 30%; note: 0% is about no effect
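Read-out: compound-evoked intracellular calcium rise in TRHR cells, fluo-8 dye, kinetic FDSS fluorescence at 1 s/cycle following a 10-cycle baseline. Cells cultured overnight before dye loading (30 min–1.5 h, RT).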
PI4K2A block – PI4K2A (human) kinase inhibition; 0.13% of 420,000 active; Q9BTU6; purified PI4K2A, ADP-Glo luminescence, 1 h; active compounds read low; activity change, negative = inhibition, % at 76.9 µM; in the data active = activity change below about -50%; inconclusive = mostly about -30% to -49%;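 note: -100% = wells without enzyme as full effect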
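Compounds are screened against recombinant PI4K2A using PI as substrate and ATP, the latter dispensed at 300 microM. Reactions run one hour at ambient temperature before ADP-Glo detection; full inhibition defined by wells lacking enzyme.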
TRHR PAM – TRH receptor (human) allosteric enhancement; 0.66% of 360,000 active; TRHR cells, fluo-8 calcium fluorescence, EC20 TRH enhancement; P34981; enhancement, % at 2 µM; in the data active = enhancement above about 30%; note: 0% is about no effect
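TRHR-expressing cells loaded with fluo-8 calcium dye were read kinetically (ex 480/em 530) during compound addition, then stimulated with an EC20 of TRH (10 nM final). Enhancement of the Gq-mediated intracellular calcium response was scored.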
D2 antagonist – antagonists of human D2 dopamine receptor; P14416; HEK293 TREx D2 cells, calcium flux, dopamine EC80; inhibition, % at 10 µM; 2% of 340,000 active; AID 485344; in the data active = inhibition above about 30%; note: 0% is about no effect
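Tetracycline-induced HEK293 T-REx cells expressing D2 force-coupled to calcium signalling were dye-loaded, exposed to compound for 180 s, then challenged with an EC80 of dopamine; calcium flux was followed kinetically for a further 180 s.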
D2 ag – agonists of human D2 dopamine receptor; P14416; HEK293 T-REx D2 cells, calcium flux agonist mode; activation, % at 2 µM; 0.53% of 340,000 active; AID 485358;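 active = activation over 3 SD above normal in the single-dose calcium agonist read, cut at about 30% in these data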; note: 0% is about no effect
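In this primary screen, compounds producing a positive calcium signal within 180 s of addition to tetracycline-induced, force-coupled HEK293 Trex D2 cells are flagged; cells are dye-loaded with a no-wash calcium kit beforehand.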
TrxR1 substrate – is turned over as a substrate by rat TrxR1 | AID 588456 | Potency, µM (top dose mostly 114 µM), without a hit: at the highest dose activity change, negative = substrate turnover | purified TrxR1 substrate turnover, NADPH consumption readout | 0.01% of 390,000 active | O89049; note: potency is the fitted concentration of half-maximal effect; % is set by controls: 0 for no effect and ±100 for the full control effect; nearly all actives have a fitted effect of over 50% in size
Target sequence (O89049 whole entry, looked up): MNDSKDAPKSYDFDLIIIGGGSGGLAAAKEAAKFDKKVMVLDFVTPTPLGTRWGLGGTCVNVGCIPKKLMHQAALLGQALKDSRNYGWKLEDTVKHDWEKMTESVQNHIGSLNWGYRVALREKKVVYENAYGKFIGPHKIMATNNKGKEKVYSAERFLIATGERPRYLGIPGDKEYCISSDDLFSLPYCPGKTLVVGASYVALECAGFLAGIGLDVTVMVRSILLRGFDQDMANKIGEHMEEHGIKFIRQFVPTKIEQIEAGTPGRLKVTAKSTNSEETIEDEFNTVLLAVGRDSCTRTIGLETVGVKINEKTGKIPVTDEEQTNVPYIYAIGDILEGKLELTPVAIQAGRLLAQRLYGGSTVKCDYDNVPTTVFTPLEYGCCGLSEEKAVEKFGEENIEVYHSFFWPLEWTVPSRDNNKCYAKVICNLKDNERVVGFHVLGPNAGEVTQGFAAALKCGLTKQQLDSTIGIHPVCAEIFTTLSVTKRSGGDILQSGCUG
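Rat TrxR1, dispensed at 90 nM, was prereduced with 400 uM NADPH (final) for 5 min at ~22 deg C, then incubated with compound 15 min before 400 uM selenite. A first-read NADPH fluorescence drop versus no-compound background flagged substrates.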
USP1 inh – inhibitors of human USP1/UAF1 deubiquitinase | Potency, µM (top dose mostly 57.1 µM), for inactives: top-dose activity change, negative = inhibition, usual class: inhibitors | 0.23% of 390,000 active | O94782 | recombinant USP1/UAF1, Ub-Rhodamine cleavage fluorescence; note: potency is the fitted concentration of half-maximal effect; % is set by controls: 0 for no effect and ±100 for the full control effect; nearly all actives have a fitted effect of over 60% in size; inactives centre near -12
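USP1/UAF1 complex at 1 nM was preincubated with compound for 15 min at room temperature, then Ub-Rho substrate (150nM final) was added. Fluorescence (480/540 nm) was read kinetically, 6 reads every 60 seconds.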
mIDH1 inhibitor – inhibitors of human mutant IDH1 R132H | Potency, µM (highest dose often 76.6 µM), for the others: at the top dose activity change, negative = inhibition, hits mostly inhibitors | 0.093% of 390,000 active | O75874 | IDH1-R132H enzyme, NADPH consumption, diaphorase/resazurin fluorescence; note: potency is the fitted concentration of half-maximal effect; % is set by controls: 0 for no effect and ±100 for the full control effect; nearly all actives have a fitted effect of over 65% in size
Target sequence (O75874 whole entry R132H, stated change not applied): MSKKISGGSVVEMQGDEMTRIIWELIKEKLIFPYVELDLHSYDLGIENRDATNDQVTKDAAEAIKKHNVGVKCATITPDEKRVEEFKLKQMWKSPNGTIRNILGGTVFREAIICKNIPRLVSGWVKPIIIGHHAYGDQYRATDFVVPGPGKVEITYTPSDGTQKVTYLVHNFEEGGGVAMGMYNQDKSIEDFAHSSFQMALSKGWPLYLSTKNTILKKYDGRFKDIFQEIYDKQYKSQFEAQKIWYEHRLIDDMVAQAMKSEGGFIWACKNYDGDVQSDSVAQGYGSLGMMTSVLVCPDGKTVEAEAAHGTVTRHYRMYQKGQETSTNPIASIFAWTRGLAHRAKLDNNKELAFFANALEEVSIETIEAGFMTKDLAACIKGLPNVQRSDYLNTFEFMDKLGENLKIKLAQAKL
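IDH1-R132H (0.5 ug/mL dispensed) in pH 7.5 Tris buffer was preincubated 30 min with compound, then given a substrate mix of 0.016 mM NADPH and 2 mM alpha-KG for 80 min at room temperature; remaining NADPH was read by diaphorase/resazurin fluorescence.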
rTrxR1 inhibitor – inhibitors of rat thioredoxin reductase 1. O89049. recombinant rTrxR1, NADPH fluorescence consumption, selenite substrate. AID 588453. 1% of 390,000 active. Potency, µM (titrated, usually from 114 µM), inactives show at the highest dose activity change, negative = inhibition, most hits filed as inhibitors; note: potency is the fitted concentration of half-maximal effect; % is set by controls: 0 for no effect and ±100 for the full control effect; nearly all actives have a fitted effect of over 65% in size
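Rat TrxR1 (90 nM in the dispensed reagent) was pre-reduced with 400 uM NADPH for 5 min at room temperature, then incubated with compound for 15 min. After 400 uM selenite was added, NADPH fluorescence (Ex 340/Em 450 nm) was followed for 8 min.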
* marks the source's active call; other numbers are inactive results; ? = inconclusive; nt = no result given; & = joins results of further samples; [ ] = dose if it differs, or a comment. Unless noted, calls come from the whole dose curve; as a rule, active = well fitted inhibition curve with a large enough effect; inconclusive = small, poorly fitted or top-dose-only effect; inactive = no such curve, though single readings can be large or run the other way.

Abbreviations: A = TRHR ag; B = PI4K2A block; C = TRHR PAM; D = D2 antagonist; E = D2 ag; F = TrxR1 substrate; G = USP1 inh; H = mIDH1 inhibitor; I = rTrxR1 inhibitor
O=C1NC2c3c(I)sc(I)c3C(=O)C2O1 (configuration not stated)
  A = nt	B = 22	C = nt	D = nt	E = nt	F = -2%	G = -11%	H = 10%	I = 2.5µM*
CCC(CC)C(=O)Nc1ccc(C)c(O)c1
  A = -0.1	B = -1	C = 3	D = 6	E = -0.5	F = -2%	G = -11%	H = -4%	I = 7%
Cc1cccn2c(=O)c(/C=C(\C#N)c3nc4ccccc4n3C)c(Oc3ccc(Cl)cc3)nc12
  A = 0.1	B = -6	C = 3	D = nt	E = -0.1	F = 12%	G = ?	H = -1%	I = 27%
Cc1ncoc1C(=O)Nc1ncc([N+](=O)[O-])s1
  A = 0.4	B = -13	C = -4	D = -5	E = 1.5	F = -9%[57.1 µM]	G = ?	H = 1%	I = -4%[57.1 µM]
Cc1ccc(C(=O)OCC(=O)N2CCC(C)CC2)cc1S(=O)(=O)N1CCCCC1
  A = -0.1	B = 0	C = -3	D = -1	E = -0.6	F = -1%	G = -24%	H = 3%	I = 4%
CC1=NN(C(N)=S)C(=O)C1N=Nc1ccc([N+](=O)[O-])cc1 (configuration not stated)
  A = 0.1	B = 1	C = -4	D = nt	E = nt	F = -7%[57.1 µM]	G = -23%	H = -6%	I = -16%[57.1 µM]
COc1ccc(-n2cc(-c3ccccc3)[nH]c2=S)cc1
  A = 0.5	B = 3	C = 4	D = nt	E = nt	F = 0%	G = 4%	H = 5%	I = -20%[11.4 µM]
CCOC(=O)C1CCCN(c2cc(C)nc3c(-c4ccccc4OC)c(C)nn23)C1 (configuration not stated)
  A = -0.5	B = 1	C = 8	D = nt	E = nt	F = 6%[57.1 µM]	G = -16%	H = 10%	I = 16%[57.1 µM]
Cc1cnc(NC(=O)CSc2nnc(Cc3ccccc3)n2C)s1
  A = 0.1	B = -1	C = 3	D = 4	E = -0.3	F = 8%[57.1 µM]	G = -11%	H = 5%	I = 5%[57.1 µM]
C=CCN=C1CC(C)(C)CC(=O)/C1=C(/O)CCC(=O)OC
  A = 0.7	B = 7	C = -3	D = -7	E = 0.0	F = -1%	G = -11%	H = 16%	I = -6%
COc1ccc(NC(=O)c2sc3nc(C)c(C(=O)Nc4ccc(C)cc4C)c(-c4ccccc4Cl)c3c2N)cc1
  A = 0.7	B = 2	C = 5	D = nt	E = nt	F = 0%	G = -25%	H = -21%	I = 13%
CCOc1ccccc1C(=O)NCC(=O)N1CCC(C)CC1
  A = nt	B = 2	C = nt	D = nt	E = nt	F = -4%	G = 0%	H = 3%	I = -1%
CCc1nnc(SCC(=O)Nc2ccc(F)cc2)o1
  A = -0.1	B = 1	C = 7	D = 0	E = -1.5	F = 2%	G = -19%	H = 1%	I = ?
CC(C)=N/N=C(/c1ccc([N+](=O)[O-])cc1)C12CN3CN(CN(C3)C1)C2
  A = -0.1	B = -4	C = 3	D = -1	E = -0.4	F = -14%[57.1 µM]	G = -7%	H = 12%	I = 14%[57.1 µM]
CCCn1c(=O)c(C(=O)NNS(=O)(=O)c2ccc(Cl)cc2)c(O)c2ccccc21
  A = -1.4	B = 6	C = -7	D = -4	E = -1.0	F = -14%	G = -8%	H = -25%	I = -16%

New compounds follow
Abbreviations: A = TRHR ag; B = PI4K2A block; C = TRHR PAM; D = D2 antagonist; E = D2 ag; F = TrxR1 substrate; G = USP1 inh; H = mIDH1 inhibitor; I = rTrxR1 inhibitor
COc1ccccc1C1(CCNC(C)c2cccs2)CCOC(C(C)C)C1 (configuration not stated)
  A = 1.7	B = -2	C = -7	D = 14	E = 0.9	F = 0%[57.1 µM]	G = -2%	H = 12%	I = 25%[57.1 µM]
COc1cccc(NS(=O)(=O)c2cc(-c3cnc(C4CC4)o3)ccc2C)c1
  A = -0.6	B = -1	C = 5	D = nt	E = nt	F = -4%[57.1 µM]	G = -13%	H = 10%	I = 8%[57.1 µM]
Cc1ccccc1C1c2[nH]c3ccccc3c2CCN1C(=O)c1ccc(=O)n(C)n1 (configuration not stated)
  A = -0.3	B = 2	C = 18	D = 10	E = 0.1	F = 3%	G = -22%	H = 7%	I = 3%
Cc1ccccc1C(=O)Oc1cc(N)n(S(C)(=O)=O)n1
  A = 0.3	B = 32	C = 8	D = 1	E = 0.5	F = 1%[57.1 µM]	G = -26%	H = 8%	I = 4%[57.1 µM]
Cc1cccc(NC(=S)NCC(c2ccccc2)N(C)C)c1 (configuration not stated)
  A = 0.4	B = 2	C = -8	D = 38*	E = -0.4	F = -4%	G = -17%	H = -5%	I = 2%
CC(=O)c1ccc(NC(=O)C2CCCC2)cc1
  A = -0.2	B = -8	C = 0	D = -19	E = 1.1	F = -2%	G = 1%	H = 4%	I = 6%
Cc1ccc(Cl)cc1NC(=O)NC1COc2ccccc2C1 (configuration not stated)
  A = -0.3	B = -2	C = -2	D = nt	E = 0.4	F = -5%[57.1 µM]	G = -10%	H = -16%	I = 14%[57.1 µM]
Cc1cccc(C(=O)OC2CCN(C)CC2)c1
  A = 1.0	B = -1	C = 4	D = -6	E = -0.9	F = 7%	G = -19%	H = 4%	I = 29%
COCCNC(=O)c1cccc(OC2CCN(Cc3ccc(OC(F)F)cc3)CC2)c1
  A = 1.0	B = -4	C = -5	D = 3	E = 0.7	F = -6%	G = -2%	H = 13%	I = 8%
COC(=O)c1cc(NC(=O)c2ccc(F)cc2)cc(C(=O)OC)c1
  A = -0.2	B = 1	C = -6	D = -3	E = -0.3	F = -3%[57.1 µM]	G = -7%	H = -3%	I = 9%[57.1 µM]
O=C(NC(=S)NCCO)c1cn(-c2ccccc2)nc1-c1ccccc1
  A = -1.8	B = 0	C = 19	D = 0	E = -0.7	F = -6%	G = -14%	H = -7%	I = 5%
c1ccc(-c2csc3ncn4nnnc4c23)cc1
  A = 0.6	B = 0	C = -1	D = 10	E = -0.1	F = 11%[57.1 µM]	G = -20%	H = -7%	I = -1%[57.1 µM]
CC(C)CC(=O)NC(=S)Nc1cccc2nsnc12
  A = -1.3	B = -3	C = 1	D = -26	E = -0.4	F = 4%	G = -25%	H = 7%	I = 0%
O=C(C1CCC1)N1CCc2cc(S(=O)(=O)N3CCCCC3)ccc21
  A = -0.3	B = 0	C = -6	D = -11	E = 3.1	F = -10%	G = -13%	H = 3%	I = -15%
CC1CCN(c2ccc(C(=O)O)cc2NS(=O)(=O)c2ccc(Br)cc2)CC1
  A = -0.2	B = -2	C = -1	D = 12	E = -1.8	F = -6%	G = -6%	H = 2%	I = -14%

(next part)
Results follow in this order: TRHR ag, PI4K2A block, TRHR PAM, D2 antagonist, D2 ag, TrxR1 substrate, USP1 inh, mIDH1 inhibitor, rTrxR1 inhibitor
> CC(=O)NC(c1cc(Cl)c2cccnc2c1O)C1CC1 (configuration not stated)
  0.3&-0.5, -9, 12&8, -17, -0.6, 4%, nt, nt, 14%
> COc1cc(C2OC(=O)C3C(c4ccc(OC(C)=O)c(OC)c4)OC(=O)C23)ccc1OC(C)=O (configuration not stated)
  nt, 6, nt, nt, nt, -3%, -14%, 0%, -9%
> Cc1ccnc(NC(=O)c2cc(-c3ccc(Cl)s3)nc3ccccc23)c1
  0.7, -3, -5, 10, -0.1, 23%[57.1 µM], -16%, -3%, 3%[57.1 µM]
> O=C(NCC1(N2CCCCC2)CCCCC1)C1CC(=O)N(c2ccc3c(c2)OCCO3)C1 (configuration not stated)
  -0.1, -5, -2, -18, 1.4, -7%, -15%, 1%, -4%[57.1 µM]
> COc1ccc(N2CCN(C(=O)C3CCCN3S(=O)(=O)c3cccc4nsnc34)CC2)cc1 (configuration not stated)
  0.1, 2, 14, 5, 1.8, 2%, -20%, -8%, 35%
> Cc1ccc(C)c(NC(=O)CN(C)C(=O)c2ccc3ncsc3c2)c1
  -0.4, 1, -7, 17, 0.7, -6%, -3%, -1%, 3%

Molecules listed so far with a halogen (eleven):
Results follow in this order: TRHR ag, PI4K2A block, TRHR PAM, D2 antagonist, D2 ag, TrxR1 substrate, USP1 inh, mIDH1 inhibitor, rTrxR1 inhibitor
> O=C1NC2c3c(I)sc(I)c3C(=O)C2O1 (configuration not stated)
  nt, 22, nt, nt, nt, -2%, -11%, 10%, 2.5µM*
> Cc1cccn2c(=O)c(/C=C(\C#N)c3nc4ccccc4n3C)c(Oc3ccc(Cl)cc3)nc12
  0.1, -6, 3, nt, -0.1, 12%, ?, -1%, 27%
> COc1ccc(NC(=O)c2sc3nc(C)c(C(=O)Nc4ccc(C)cc4C)c(-c4ccccc4Cl)c3c2N)cc1
  0.7, 2, 5, nt, nt, 0%, -25%, -21%, 13%
> CCc1nnc(SCC(=O)Nc2ccc(F)cc2)o1
  -0.1, 1, 7, 0, -1.5, 2%, -19%, 1%, ?
> CCCn1c(=O)c(C(=O)NNS(=O)(=O)c2ccc(Cl)cc2)c(O)c2ccccc21
  -1.4, 6, -7, -4, -1.0, -14%, -8%, -25%, -16%
> Cc1ccc(Cl)cc1NC(=O)NC1COc2ccccc2C1 (configuration not stated)
  -0.3, -2, -2, nt, 0.4, -5%[57.1 µM], -10%, -16%, 14%[57.1 µM]
> COCCNC(=O)c1cccc(OC2CCN(Cc3ccc(OC(F)F)cc3)CC2)c1
  1.0, -4, -5, 3, 0.7, -6%, -2%, 13%, 8%
> COC(=O)c1cc(NC(=O)c2ccc(F)cc2)cc(C(=O)OC)c1
  -0.2, 1, -6, -3, -0.3, -3%[57.1 µM], -7%, -3%, 9%[57.1 µM]
> CC1CCN(c2ccc(C(=O)O)cc2NS(=O)(=O)c2ccc(Br)cc2)CC1
  -0.2, -2, -1, 12, -1.8, -6%, -6%, 2%, -14%
> CC(=O)NC(c1cc(Cl)c2cccnc2c1O)C1CC1 (configuration not stated)
  0.3&-0.5, -9, 12&8, -17, -0.6, 4%, nt, nt, 14%
> Cc1ccnc(NC(=O)c2cc(-c3ccc(Cl)s3)nc3ccccc23)c1
  0.7, -3, -5, 10, -0.1, 23%[57.1 µM], -16%, -3%, 3%[57.1 µM]
